High-throughput results from PubChem BioAssay.
esBAF inh = inhibitors of esBAF chromatin remodeling in mouse ES cells; hit rate 2% among 350,000; reporter increase, % at 12.5 µM; Bmi1-luciferase knock-in reporter, 24 h; 100% = twice the neutral-well signal; in the data active = activation above about 40%;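 also: 0% = median of the plate's neutral control wells and 100% = double that signal; a rise in the Bmi1 reporter signal indicates esBAF inhibition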
RAD54 inh = RAD54 (human) branch migration inhibition; AID 602329; hit rate 0.14% among 360,000; Q92698; inhibition, % at 10.4 µM; RAD54 Holliday junction branch migration, FAM/BHQ fluorescence;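 active = mean normalized replicate activity at least 40 and at least half of replicates scoring 40 or more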;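 also: 0% = median of neutral control wells and 100% = median of positive control wells; inhibitors cause a drop in the FAM fluorescence signal; in these data hits start at about 50%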
ERAP1 HTS inh = inhibitors of human ERAP1 aminopeptidase; recombinant ERAP1, Leu-AMC fluorescence, 60 min; hit rate 0.15% among 340,000; inhibition, % at 10.7 µM;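 active = mean replicate inhibition of at least 30%, or all replicates individually reaching that 30% level; inactive = mean below 30% and not every replicate reaching it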;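 also: 0% = neutral control wells and 100% = L-leucinethiol positive control wells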
Target sequence (Q9NZ08 whole entry, looked up): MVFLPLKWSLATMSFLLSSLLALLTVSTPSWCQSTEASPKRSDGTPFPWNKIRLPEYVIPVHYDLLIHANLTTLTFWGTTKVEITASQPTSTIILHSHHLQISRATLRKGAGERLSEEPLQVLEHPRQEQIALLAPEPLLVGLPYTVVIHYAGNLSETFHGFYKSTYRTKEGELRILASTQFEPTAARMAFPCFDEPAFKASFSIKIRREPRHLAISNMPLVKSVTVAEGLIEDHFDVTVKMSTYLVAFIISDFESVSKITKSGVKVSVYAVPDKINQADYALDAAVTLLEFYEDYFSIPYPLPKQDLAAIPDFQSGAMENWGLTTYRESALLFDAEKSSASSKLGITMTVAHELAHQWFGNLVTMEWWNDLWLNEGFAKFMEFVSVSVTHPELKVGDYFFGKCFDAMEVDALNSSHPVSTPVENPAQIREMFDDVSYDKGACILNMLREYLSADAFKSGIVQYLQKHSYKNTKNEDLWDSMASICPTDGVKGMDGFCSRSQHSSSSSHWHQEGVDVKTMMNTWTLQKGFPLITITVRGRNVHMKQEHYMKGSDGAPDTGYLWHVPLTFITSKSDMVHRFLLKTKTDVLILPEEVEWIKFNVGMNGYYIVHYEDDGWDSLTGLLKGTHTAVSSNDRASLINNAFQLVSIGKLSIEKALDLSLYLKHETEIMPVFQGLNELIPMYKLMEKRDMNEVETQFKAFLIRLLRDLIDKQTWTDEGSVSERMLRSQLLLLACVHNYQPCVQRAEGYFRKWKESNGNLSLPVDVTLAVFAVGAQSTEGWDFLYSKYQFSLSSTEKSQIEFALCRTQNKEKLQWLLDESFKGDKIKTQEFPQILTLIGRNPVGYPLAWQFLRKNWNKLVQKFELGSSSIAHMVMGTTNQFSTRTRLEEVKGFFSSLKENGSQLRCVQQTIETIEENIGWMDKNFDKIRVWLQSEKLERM
Xi reactivation = reactivates the inactive X chromosome in mouse fibroblasts | hit rate 0.055% among 360,000 | XiGFP mouse fibroblasts, % GFP-positive cells imaging, 3 d; cells co-treated with 5-aza-dC sensitizer; scaled so ellipticine positive control = 100% | AID 743238 | activation, % at 7.58 µM;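 active = mean normalized replicate activation at least 10% and every replicate at or above 10%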;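 also: 0% = median of on-plate neutral control wells and 100% = ellipticine 6 µM median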
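System: SV40-immortalized XiGFP fibroblast cells, line 68-5-11 / Incubation: 3-day compound exposure, then 15 min fixation at room temperature / Compound: single concentration per compound, delivered by pin transfer / Buffer or medium: DMEM plus 5-aza-dC sensitizer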
S100A4 MyoIIA = blocks human S100A4 binding to myosin IIA peptide; P26447; S100A4/TAMRA-MyoIIA peptide fluorescence polarization; inhibition, % at 10.7 µM; hit rate 0.14% among 360,000;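 active = mean inhibition of at least 70% across replicates, with every replicate also reaching that level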
Target sequence (P26447 whole entry, looked up): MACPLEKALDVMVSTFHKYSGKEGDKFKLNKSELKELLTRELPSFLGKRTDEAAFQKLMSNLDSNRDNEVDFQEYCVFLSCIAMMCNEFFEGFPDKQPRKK
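System – human S100A4 monomer protein, biochemical binding assay · Buffer or medium – Calcium-containing HEPES buffer, pH 7.2 · Timing – 5 min between mix addition and reading · Also added – TAMRA-labelled myosin IIA heavy-chain peptide probe, 5 nM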
E-selectin induc = induces E-selectin expression in human endothelial cells; P16581; HUVEC E-selectin immunofluorescence imaging; normalized: neutral wells 0, TNF-alpha wells 100; activation, % at 7.58 µM; hit rate 0.37% among 260,000;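 active = mean E-selectin-positive cell signal at least 10% of the positive control, reached in at least 60% of replicates, without over 20% cell loss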;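 also: in these data hits start at about 27%; measured in HUVEC primary endothelial cells; signal is the percent of cells scored E-selectin positive by PE staining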
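Test system – human umbilical vein endothelial cells (HUVEC), E-selectin induction · Input – 3,000 HUVEC seeded per well · Buffer or medium – EGM-2, gelatin · Compound dosing – single-point compound dose · Detection – immunofluorescence imaging · Measure – percent E-selectin-positive cells · Controls – TNF-alpha high, DMSO low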
RAD52 inh = blocks human RAD52 DNA annealing. recombinant RAD52 DNA annealing, FRET fluorescence. hit rate 0.46% among 360,000. inhibition, % at 18.7 µM. P43351;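 active = every replicate showing at least 50% inhibition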
ERp5 block = blocks human ERp5 reductase activity on insulin; hit rate 0.05% among 350,000; inhibition, % at 9.99 µM; AID 651711; Q15084; ERp5 insulin aggregation, absorbance 650 nm, 90 min;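 active = mean replicate inhibition above about 25%, with every replicate also reaching it, limit read from the data, passing the limit was not always enough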
An asterisk follows results filed as active; . = not tested or not shown; & = joins results of further samples.

SMILES	esBAF inh	RAD54 inh	ERAP1 HTS inh	Xi reactivation	S100A4 MyoIIA	E-selectin induc	RAD52 inh	ERp5 block
O=C(COC(=O)CCC(=O)c1cccs1)NC(=O)c1ccc(OC(F)F)cc1	.	.	.	0.0	1	-0.4	-18	3
Cc1ccc(NC(=S)NC(=O)c2cncc(Br)c2)c(C)c1	.	2	.	0.0	-2	0.3	-16	-2
Cn1cnc(S(=O)(=O)N2C[C@H](O)COC[C@@H]3O[C@H](CC(=O)NCc4cc(F)cc(F)c4)CC[C@H]32)c1	1	-3	-1	0.2	-66	0.0	-2	5
CCCCS(=O)(=O)N1CCN(C(=O)C(=O)c2cccc(C(F)(F)F)c2)CC1	.	.	1	0.0	0	-0.1	-3	-9
OCCC1CN(Cc2nc3ccccc3s2)CCN1CCc1ccccc1 (stereo unspecified)	3	-27	.	0.7	1	-0.1	-37	3
COCC1CCCCC1OS(N)(=O)=O (stereo unspecified)	-7	-8	-3	0.1	-5	0.0	-8	-3
COc1cc(OC)c2c(-c3cccc(/C=C/c4ccc(F)cc4)c3)cc(=O)oc2c1	86*	6	.	0.3	8	.	-38	-1
CN(C)/N=C1\C(=O)N(CN2CCN(c3ccccc3)CC2)c2ccccc21	-12	-4	1	0.1	-2	-0.3	5	-7
CCCNC(=O)N1CC2(C1)[C@H](c1ccccc1)[C@H](CO)N2Cc1cccc(F)c1	.	.	-5	0.0	1	-0.2	-13	0
N#CCCNS(=O)(=O)c1ccc(C(=O)OCC(=O)Nc2ccc3c(c2)OCO3)cc1	6	6	-5	-0.1	3	-0.2	0	-12
O=C(C1=C[C@H](c2ccc(C(F)(F)F)cc2)C[C@H](OCCCCO)O1)N1CCN(Cc2ccccc2)CC1	-2	-13	-4&-1	-0.1	28&-58	0.0	-51&-15	7&3
CCN(CC)Cc1c(O)c(Cl)cc2c(C)cc(=O)oc12	.	.	66*	0.0	16	.	-116	0
COc1ccc(CCN2C(=O)[C@@]3(Cc4ccccc42)c2ccccc2C(=O)N(C2CCCCC2)[C@H]3c2ccc(CO)cc2)cc1	.	5	1	.	5	.	0	-1
C[C@@H]1CCCCO[C@H](CN(C)S(=O)(=O)c2ccc(Cl)cc2)[C@H](C)CN([C@@H](C)CO)C(=O)c2cc(NC(=O)CCCN(C)C)ccc2O1	0	3	6	-0.2	4	0.3	42	-1
COc1cc(/C=C(\CCC(=O)O)c2nc3ccccc3s2)ccc1OCC(=O)Nc1c(Cl)cccc1Cl	28	-6	0	0.0	1	0.0	-20	-8
O=c1c2c3c(sc2[nH]c(=S)n1Cc1ccco1)CCC3	11	-1	-2	-0.1	-5	.	-29	5
COCCNC(=O)c1onc(CSc2ccc(F)cc2)c1C(=O)NCCOC	-13	6	-3	-0.1	-10	0.0	-12	1
N#Cc1ccc(S(=O)(=O)N2CCN(CN3C(=O)CC4(CCCC4)C3=O)CC2)cc1	-1	0	2	0.2	-2	.	-47	4
CC(=O)NC(c1ccccc1)c1cc([N+](=O)[O-])c2cccnc2c1O (stereo unspecified)	-10	0	5	0.1	0	0.9	-71	1
CCOc1ccccc1Nc1nc(N2CCCC2)nc(N2CCOCC2)n1	-1	-10	-2	0.1	-1	0.0	-3	2
Cc1nn(CCOc2ccccc2)c(=O)n1-c1ccccc1F	49*	1	4	.	6	.	-14	-7
Nc1nc(NCC2CCCO2)nc(Nc2ccccc2)c1[N+](=O)[O-] (stereo unspecified)	.	-1	-2	0.0	-5	0.0	2	5
CCC(OC(=O)C(CC(C)C)NC(=O)c1ccccc1)C(=O)Nc1nnc(C)s1 (stereo unspecified)	8	-10	5	.	-3	.	-3	1
Cn1c(Cn2c(=O)sc3ccccc32)nnc1SCC(=O)Nc1cccc(Cl)c1	-4	1	-4	0.3	0	0.1	-14	-3
CC1(C(=O)Nc2nccs2)CCN1C(=O)CC(c1ccccc1)c1ccccc1 (stereo unspecified)	-3	17	-1	-0.1	-9	0.3	-12	-3
COc1ccc(-c2cc(C)no2)cc1S(=O)(=O)NCc1ccc(OC(C)C)cc1	-4	-9	-4	0.0	-2	.	-5	-5
Cc1ccc(S(=O)(=O)NCC[C@H]2CC[C@H](NC(=O)Nc3cccc(F)c3)[C@H](CO)O2)cc1	4	-14	-4	0.1	4	-0.3	3	3
COc1cccc(NC(=O)C[C@H]2CC[C@H]3[C@H](COc4ccc(NC(=O)C5CCC5)cc4C(=O)N3C)O2)c1	.	.	3	0.0	-3	0.1	7	3
C[C@H](CO)N1C[C@H](C)[C@@H](CN(C)Cc2ccc(C(F)(F)F)cc2)Oc2ccc(NC(=O)Nc3ccc(C(F)(F)F)cc3)cc2CC1=O	-2	3	1	0.1	-6	0.6	-7	1
COc1cc(Cl)ccc1OCc1cc(C(=O)N2C[C@]3(C)C[C@H]2CC(C)(C)C3)no1	.	-14	2	0.0	-4	.	-13	-3

Complete entries as entered above. Values in the order: esBAF inh	RAD54 inh	ERAP1 HTS inh	Xi reactivation	S100A4 MyoIIA	E-selectin induc	RAD52 inh	ERp5 block
N#Cc1ccc(S(=O)(=O)N2CCN(CN3C(=O)CC4(CCCC4)C3=O)CC2)cc1 across the screens: -1	0	2	0.2	-2	.	-47	4
COc1cccc(NC(=O)C[C@H]2CC[C@H]3[C@H](COc4ccc(NC(=O)C5CCC5)cc4C(=O)N3C)O2)c1 across the screens: .	.	3	0.0	-3	0.1	7	3
COc1ccc(-c2cc(C)no2)cc1S(=O)(=O)NCc1ccc(OC(C)C)cc1 across the screens: -4	-9	-4	0.0	-2	.	-5	-5
Cc1nn(CCOc2ccccc2)c(=O)n1-c1ccccc1F across the screens: 49*	1	4	.	6	.	-14	-7

Given with two lines to a compound: 5 of the compounds above
Below each SMILES: esBAF inh	RAD54 inh	ERAP1 HTS inh	Xi reactivation	S100A4 MyoIIA	E-selectin induc	RAD52 inh	ERp5 block
- COc1ccc(-c2cc(C)no2)cc1S(=O)(=O)NCc1ccc(OC(C)C)cc1
    -4	-9	-4	0.0	-2	.	-5	-5
- Cc1ccc(S(=O)(=O)NCC[C@H]2CC[C@H](NC(=O)Nc3cccc(F)c3)[C@H](CO)O2)cc1
    4	-14	-4	0.1	4	-0.3	3	3
- COc1cccc(NC(=O)C[C@H]2CC[C@H]3[C@H](COc4ccc(NC(=O)C5CCC5)cc4C(=O)N3C)O2)c1
    .	.	3	0.0	-3	0.1	7	3
- C[C@H](CO)N1C[C@H](C)[C@@H](CN(C)Cc2ccc(C(F)(F)F)cc2)Oc2ccc(NC(=O)Nc3ccc(C(F)(F)F)cc3)cc2CC1=O
    -2	3	1	0.1	-6	0.6	-7	1
- COc1cc(Cl)ccc1OCc1cc(C(=O)N2C[C@]3(C)C[C@H]2CC(C)(C)C3)no1
    .	-14	2	0.0	-4	.	-13	-3

Next records follow.
SMILES	esBAF inh	RAD54 inh	ERAP1 HTS inh	Xi reactivation	S100A4 MyoIIA	E-selectin induc	RAD52 inh	ERp5 block
C/C=C/c1ccc([C@H]2[C@@H](CO)N3CCCCN(C(=O)NC4CCCC4)C[C@H]23)cc1	.	7	.	0.0	.	-0.1	.	6
O=S1(=O)N[C@@H](Cc2ccccc2)COc2cccc(N3CCCCC3)c21	.	.	-12	-0.1	-2	0.0	-58	5
O=C(C[C@@H]1CC[C@@H](NC(=O)Nc2ccccc2F)[C@@H](CO)O1)NCc1ccccc1	-1	-6	-1	-0.5	-2	0.6	5	7
CCc1ccc(-c2nc(SCC(=O)N(C)C3CCS(=O)(=O)C3)n[nH]2)cc1 (stereo unspecified)	15	7	-2	0.0	-5	0.1	-10	2
CCCS(=O)(=O)NC(=O)C1(C)CCCN(C(=O)c2ccc(C(F)(F)F)nc2C)C1 (stereo unspecified)	2	6	-1	-0.1	-3	.	2	-2
CCCNC(=O)N(C)C[C@@H]1Oc2cc(C#C[C@@H](C)O)ccc2S(=O)(=O)N([C@H](C)CO)C[C@H]1C	2	3	0	0.1	8	-0.1	-6	4
CCOc1ccc(NC(=S)NCc2ccc3c(c2)OCO3)cc1	.	4	1	0.1	-2	0.2	-10	2
COc1ccc(OC)c(C(=O)NC(CC(N)=O)c2ccc(N3CCC(Cc4ccccc4)CC3)c([N+](=O)[O-])c2)c1 (stereo unspecified)	-6	-6	0	0.0	-1	0.1	-17	1
CCc1ccc(CN2CCC(n3nccc3NC(=O)Cc3ccccc3)CC2)o1	.	6	3	-0.1	-1	0.4	-6	6
CC(=O)c1ccc(S(=O)(=O)Nc2cccc(-n3cnnn3)c2)cc1	3	-13	2	-0.2	-3	0.0	-14	4
COC(=O)CCCCCNC(=S)Nc1ccc2[nH]c(=O)[nH]c2c1	.	.	.	0.0	0	3.4	-12	3
CCCC(NC(=O)C(C)N1CCN(S(=O)(=O)c2ccccc2)CC1)c1ccccc1 (stereo unspecified)	7	-1	-2	-1.0	-4	-0.3	-3	0
O=C(C[C@H]1C[C@H]2c3cc(NC(=O)Nc4ccc(C(F)(F)F)cc4)ccc3O[C@H]2[C@H](CO)O1)NCCc1ccccc1	0	-10	2	0.1	-8	-0.4	0	13
Cc1cccn2c(CNCCc3ccco3)c(C(=O)N3CCOCC3)nc12	-5	0	-1	-0.1	3	0.0	-14	1
O=C(NNC(=O)c1cc([N+](=O)[O-])ccc1Cl)c1cccnc1	-3	2	0	0.0	-6	.	-16	1
CCOC(=O)CNC(=O)CSc1nc(-c2ccc(C)cc2)ns1	.	.	1	0.0	4	0.2	6	3
COc1cccc(C(=O)n2cnnc2N)c1OC	1	.	3	.	-1	.	-5	-1
CC(C)NC(=O)Nc1ccc2c(c1)CC(=O)N([C@H](C)CO)C[C@@H](C)[C@@H](CN(C)S(=O)(=O)c1cccs1)O2	0	-2	4	-0.1	5	0.1	1	2
CCOC(=O)c1cc(NC(=O)C2C3CCC(O3)C2C(=O)O)cc(C(=O)OCC)c1 (stereo unspecified)	13	-9	3	.	4	.	-16	0
Cc1noc(C)c1NC(=O)N(C)C[C@@H]1Oc2ccc(NS(=O)(=O)c3ccccc3)cc2CC(=O)N([C@@H](C)CO)C[C@@H]1C	2	16	0	3.9	8	-11	-12	14
CCN(CC)Cc1c(O)ccc2c(=O)c(-c3ccccc3OC)coc12	-1	3	1	1.0	1	.	1	-1
CCSS(=O)(=O)c1cccc2cccnc12	.	7	96*	0.0	-4	-0.1	-6	2
CCn1c(Cc2ccc(OC)cc2)nnc1SCc1nc2ccccc2c(=O)[nH]1	.	.	-1	0.1	3	.	-1	0
CCN(Cc1ccc(OC)c(COC)c1)CC1CCCN(CCc2cccc(F)c2)C1 (stereo unspecified)	3	-18	5	0.0	-7	.	-16	-7
O=C(CSc1n[nH]c(=O)n1-c1ccc2c(c1)OCCO2)Nc1ccccc1	.	1	-2	0.0	-6	1.1	-12	4
NC(c1csc(Nc2ccc(C(=O)NCCCO)cn2)n1)C1CCCCC1 (stereo unspecified)	-14	11	-3	0.0	-1	0.1	-15	-3
CCN(CC(=O)Nc1ccc(OC)cc1)CC(=O)Nc1ccc(Cl)cc1F	.	.	1	0.0	-2	-0.1	-5	0
CN(C)C(=O)c1cccc(-c2ccc3c(c2)[C@@H]2[C@@H](CCN2C(=O)Cc2ccncc2)[C@@H](CO)N3)c1	5	11	.	0.2	.	-0.4	.	.
CCOc1ccc(N2C(=O)Nc3ccccc3C2(O)C(=O)NCc2ccc(OC)cc2)cc1 (stereo unspecified)	.	.	6	0.2	3	-2.9	-6	-2
O=C(c1ccc(F)cc1)N1CCN(Cc2ccccc2)CC1	-3	-4	-5	0.1	0	0.5	-6	-2

This is a random part of the collection, and some 2.5% of all compounds hit somewhere here.
